Mtb RmlCD inh: inhibitors of Mycobacterium tuberculosis RmlC and RmlD coupled enzymes; inhibition, % at 3.6 µM; RmlC+RmlD coupled enzyme assay, percent inhibition; primary screen in compound mixtures; AID 1533; 0.03% of 160,000 active; P9WH09+P9WH11; in the data active = inhibition mostly above about 34%, no sharp cut-off; also: some results filed as inactive read as strong as hits
Target sequence (P9WH09 whole entry, looked up): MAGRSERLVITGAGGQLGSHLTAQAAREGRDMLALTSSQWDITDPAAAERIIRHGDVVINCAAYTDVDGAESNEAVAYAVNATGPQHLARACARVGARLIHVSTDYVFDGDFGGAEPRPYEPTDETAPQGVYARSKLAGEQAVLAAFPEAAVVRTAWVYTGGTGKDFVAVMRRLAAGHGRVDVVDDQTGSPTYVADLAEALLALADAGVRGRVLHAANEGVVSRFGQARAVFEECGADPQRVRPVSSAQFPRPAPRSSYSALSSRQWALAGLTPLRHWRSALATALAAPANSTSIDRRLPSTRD
Target sequence (P9WH11 whole entry, looked up): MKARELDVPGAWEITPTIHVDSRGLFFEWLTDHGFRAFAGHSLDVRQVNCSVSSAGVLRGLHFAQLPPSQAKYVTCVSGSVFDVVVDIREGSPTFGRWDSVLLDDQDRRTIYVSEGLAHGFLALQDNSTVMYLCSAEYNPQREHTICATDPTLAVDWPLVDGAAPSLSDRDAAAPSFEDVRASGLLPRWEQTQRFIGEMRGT
GlmU inhibition: inhibition of mycobacterial GlmU enzyme – biochemical, glucosamine-1-phosphate acetyltransferase (AID 1376); M. tuberculosis GlmU acetyltransferase enzyme assay; higher % means a stronger effect; inhibition, %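 (tested at 30 µM in the primary screen)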, or IC50 in µM where a hit was titrated; 0.25% of 220,000 active; in the data active = inhibition above about 13%;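 also: 0% = complete reaction with vehicle and 100% = reaction without substrate; strong numbers were not always called active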
* hit, by the source's call; · = no result given; & = joins results of further samples. Some of the compounds tested; the hit share may differ from the screen's.

Under each structure – Mtb RmlCD inh, GlmU inhibition
> CCCC(=O)Nc1cccc(Oc2nc(C)cc(C)c2C#N)c1
 : ·, -2.9%
> CCCN(CCC)C(=O)C1c2ccccc2Oc2ccccc21
 : ·, -2.9%
> O=C(NCc1ccccc1)C(c1ccncc1)N(C(=O)c1csnn1)C1CC1 (stereo unspecified)
 : -10, -1.9%
> Cc1ccc(C(=O)Cn2nnc3c(sc4nc5c(c(-c6ccccc6)c43)CCC5)c2=O)cc1
 : ·, 1.0%
> O=C1c2cccnc2C(Nc2ccc(S(=O)(=O)N3CCCCC3)cc2)N1Cc1ccccc1 (stereo unspecified)
 : 1, -0.3%
> O=C(O)c1ccc(COc2c(F)c(F)cc(F)c2F)cc1
 : -6, -0.5%
> O=C(Cc1ccccc1)N1CCN(CC2CC3C=CC2C3)CC1 (stereo unspecified)
 : ·, 1.3%
> CCCn1c(NC(=O)C23CC4CC(CC(O)(C4)C2)C3)nc2ccccc21
 : 17, -3.1%
> O=C(CCNC(=O)c1ccccc1Cl)N/N=C\c1ccc(O)cc1
 : 4, 1.6%
> CCCNC(=O)C(Cc1ccccc1)NS(=O)(=O)c1cccc2nsnc12 (stereo unspecified)
 : 19, -1.5%
> CCN1CCN(Cc2ccc3c(c2)Cc2ccccc2-3)CC1
 : ·, 8.3%
> Cc1nc(NC(=O)c2ccccc2)sc1-c1csc(NCc2ccccc2)n1
 : ·, 0.2%
> Cc1ccc(S(=O)(=O)Cc2cc(-c3ccc(Cl)cc3)no2)cc1
 : -3, 0.1%
> O=C1CC(N2CCN(c3ccccc3Cl)CC2)C(=O)N1c1cccc(F)c1 (stereo unspecified)
 : ·, 2.3%
> Cc1ccc([N+](=O)[O-])cc1NC(=O)Nc1onc(C)c1C
 : -8, 1.2%
> COc1cc(CN(C)C)cc(C=O)c1O
 : 5, -3.4%
> O=C(/C=C/c1ccccc1)NC(=S)Nc1cccnc1
 : 3, -2.8%
> O=C(O)c1ccc(N/N=C/c2ccc3ncccc3c2)cc1
 : 6, -0.5%
> Cc1ccc(Cn2c(C3CCCN3c3nc(-c4ccc(F)cc4)cs3)nc3cc(C(F)(F)F)ccc32)cc1 (stereo unspecified)
 : ·, -2.0%
> O=C(OC(C(=O)NCC1CCCO1)c1ccc(F)cc1)c1cccs1 (stereo unspecified)
 : 4, -2.1%
> Cc1cc(C(=O)NNC(=O)NC(C)C)no1
 : 9, -2.1%
> CCOc1ccc2c(c1)C(C)=CC(C)(C)N2C(=O)Nc1ccccc1F
 : -2, -0.1%
> CN=C(Nc1ccc(C(=O)OC)cc1)SC1CC(=O)N(c2ccccc2F)C1=O (stereo unspecified)
 : ·, -4.0%
> O=C(COC(=O)c1ccccc1Nc1ccccc1)Nc1ccccc1
 : 3, 3.6%
> OC(COc1ccccc1)CN1CCOCC1 (stereo unspecified)
 : ·, -0.2%
> CCC(C)NC(=O)COC(=O)c1ccc(Cl)cc1O (stereo unspecified)
 : -10, 0.1%
> COc1cc(C(F)(F)F)nc2ccc(C#CCOC(=O)Nc3ccccc3)cc12
 : 79, 10%
> CCOC(=O)c1ccc(NC(=O)NC2CC3CCC(C2)N3C(=S)NC)cc1 (stereo unspecified)
 : 3, 4.8%
> COc1ccc(C(=O)N2CCCC(c3nc(-c4cc(OC)c(OC)c(OC)c4)no3)C2)cc1 (stereo unspecified)
 : 12, 2.8%
> Cc1ccc(C(C#N)N2CCOCC2)cc1 (stereo unspecified)
 : 13, 3.6%

3 compounds out of the list, arranged by SMILES length, largest number first.
Under each structure – Mtb RmlCD inh, GlmU inhibition
> CCCN(CCC)C(=O)C1c2ccccc2Oc2ccccc21
 : ·, -2.9%
> O=C(/C=C/c1ccccc1)NC(=S)Nc1cccnc1
 : 3, -2.8%
> COc1cc(CN(C)C)cc(C=O)c1O
 : 5, -3.4%

Continued.
Under each structure – Mtb RmlCD inh, GlmU inhibition
> CCC(=O)NNc1nc2c(C)cc(C)cc2s1
 : 0, 3.9%
> CCCCCC(C)NC(=S)NC(=O)c1cc(S(=O)(=O)N2CCOCC2)ccc1C (stereo unspecified)
 : 6, -2.0%
> CN(C)c1ccc(C2N(c3ccc(Cl)cc3)C(=O)C3CCCN32)cc1 (stereo unspecified)
 : -1, 3.8%
> CCOC(=O)C1CCCN(C(=O)C2CCN(S(=O)(=O)CC)CC2)C1 (stereo unspecified)
 : -7, 6.8%
> CS(=O)(=O)N1CCC(Oc2ccccc2C(=O)NCCCc2cccnc2)CC1
 : -1, -2.7%
> COc1ccc(C(=O)Nc2ccc(N3CCCCC3)cc2)cc1Br
 : -7, -1.8%
> O=C(Nc1ccccc1)c1cc2ccccc2c(=O)s1
 : ·, -3.3%
> Nc1nc(Cn2nnc(-c3ccccc3F)n2)nc(N2CCOCC2)n1
 : ·, 1.1%
> COc1cc(OC)cc(-n2nnnc2SCC(=O)NCc2ccc3c(c2)OCO3)c1
 : ·, -2.9%
> COc1ccc(CNC(=S)N/N=C/c2ccc(OC)c(OC)c2)cc1
 : 3, ·
> Cc1[nH]c(=O)[nH]c(=O)c1/C=N/NC(=O)CCNC(=O)OC(C)(C)C
 : -5, -1.2%
> O=C(COc1ccccc1/C=C\c1[nH]c(=O)[nH]c(=O)c1[N+](=O)[O-])Nc1ccccc1
 : -29, 4.3%
> CCn1nnnc1-c1ccc(OC)c(S(=O)(=O)Nc2ccc(C(=O)OC)cc2)c1
 : 0, 0.7%
> CC1CCCC(C)N1/N=C/c1ccc(C(=O)O)cc1 (stereo unspecified)
 : 95, 0.2%
> COC(=O)c1cc(NS(=O)(=O)c2ccc(C(C)C)cc2)ccc1N1CCOCC1
 : 6, -0.5%
> CCCS(=O)(=O)NCCc1csc(-c2ccc(OC)c(OC)c2)n1
 : ·, 0.7%
> N#CCC(=O)NNC(=S)NC(=O)C(c1ccccc1)c1ccccc1
 : 4, -4.3%
> COc1ccc(NC(=O)Nc2nnc(-c3ccccc3SCc3ccccc3)s2)cc1
 : 9, -1.7%
> CCS(=O)(=O)Nc1ccc(Cc2ccncc2)cc1
 : 2, -8.7%
> CCOC(=O)c1ccc(N2C(=O)CC(NNC(=O)c3ccc(Br)s3)C2=O)cc1 (stereo unspecified)
 : ·, 9.7%
> O=S1(=O)CC(O)C(Nc2ccccc2)C1 (stereo unspecified)
 : -9, 0.9%
> O=C(NCc1cccs1)c1cc2c(s1)CCCC2
 : -6, 0.1%
> O=[N+]([O-])c1cc(C(F)(F)F)ccc1NCCCCNS(=O)(=O)c1ccc(Cl)cc1
 : 0, -0.7%
> CS(=O)(=O)NCc1nnc(SCc2ccccc2C(F)(F)F)o1
 : ·, 3.9%
> O=C(NCCCOc1cccc(CN2CCCCC2)c1)c1ccc(Cl)c(Cl)c1
 : ·, -9.9%
> COc1ccc(Cl)cc1NS(=O)(=O)c1ccc(OC)c(OC)c1
 : ·, 1.5%
> O=C(COC(=O)C1CC2C=CC1C2)NCc1ccc(F)cc1 (stereo unspecified)
 : ·, -6.1%
> COc1ccc(NC(=O)c2sc(SC)nc2N)cc1
 : ·, -0.6%
> CCn1cc(/C=C(/C#N)S(=O)(=O)c2ccccc2)cn1
 : -11, -3.3%
> COC(=O)CCCC1=CC2=C(c3ccccc3)C(=O)C(C)(OC(=O)C3CCCC3)C(=O)C2=CN1C1CC1 (stereo unspecified)
 : ·, 1.9%
> N#Cc1c(N)nc2c(c1-c1ccc(Br)s1)CCCC2
 : 28, -8.0%
> COc1cc(OC)c2c(=O)cc(-c3ccccc3)oc2c1
 : 8, ·
> COc1ccc(NC(=O)CN2CCCN(S(=O)(=O)c3ccc(F)cc3)CC2)c(OC)c1
 : ·, 0.6%
> CCN(C(=O)CSc1nnc(-c2ccccc2)n1C)C1CCS(=O)(=O)C1 (stereo unspecified)
 : -8, 6.2%
> CC(=O)c1cccc(NC(=O)c2cnn3ccccc23)c1
 : 12, 1.7%
> N#Cc1nc(COc2ccccc2F)oc1NCCc1ccccc1
 : -3, ·
> O=C(CNC(=O)c1ccco1)Nc1ccc(F)cc1
 : 5, -0.8%
> COc1ccc(NS(=O)(=O)c2cc(NC(=O)Cc3cccs3)ccc2C)cc1
 : ·, 2.4%
> CSCC[C@H](NC(=O)OC(C)(C)C)C(=O)N/N=C/c1c(C)[nH]c(=O)[nH]c1=O
 : -1, ·
> O=C1CC(C(=O)O)S/C(=N\N=C\c2ccc(Br)cc2)N1 (stereo unspecified)
 : 7, 1.9%
> COc1ccc(Cl)cc1NC(=O)CN(C1CCCCC1)S(C)(=O)=O
 : -1, 0.0%
> O=C(COC(=O)c1cccs1)NCc1ccccc1
 : ·, -2.9%
> Cc1ccc(NC(=O)CN(C)S(=O)(=O)c2cccs2)cc1C
 : -8, 0.3%
> Cc1cc(C(C)(C)C)oc1C(=O)O
 : 14, -5.6%
> O=P(Cc1ccccc1O)(c1ccccc1)c1ccccc1
 : 6, 0.7%
> COc1cc(NS(=O)(=O)c2ccc(NC(=S)NC(=O)/C=C/c3ccc(OC)c(OC)c3)cc2)ncn1
 : ·, 1.8%
> Cc1cccn2c(=O)c(/C=C(\C#N)C(N)=O)c(Oc3ccccc3)nc12
 : ·, 7.5%
> Cn1c(CN2CCC(C(N)=O)CC2)c(C#N)c2ccccc21
 : ·, 5.1%
> N=C(SC1CC(=O)N(c2ccc(F)cc2)C1=O)N1N=C(c2ccccc2)CC1c1ccccc1 (stereo unspecified)
 : -5, -2.6%
> COCCN1CCN(Cc2nc(C3(c4ccc(C)cc4)CCCC3)no2)CC1
 : ·, -4.1%
> Cc1ccc(N2CCN(S(=O)(=O)N3CCCCC3)CC2)cc1Cl
 : -11, 0.2%
> N#Cc1cccc(N=c2ssnc2Cl)c1
 : -1, -3.0%
> COc1cccc(CNCCO)c1OCc1ccccc1Cl
 : -4, 1.7%
> CC(c1ccco1)N(C(=O)COc1ccc(Cl)cc1Cl)c1ccccn1 (stereo unspecified)
 : 2, 7.4%
> Cc1cc2c3c(c1)C1(C(=O)N3C(C)(C)CC2C)C(C#N)=C(N)Oc2n[nH]c(C)c21 (stereo unspecified)
 : 7, 0.3%
> Cc1cc(C)n(C(=O)CNC(=O)/C=C/c2ccccc2)n1
 : 2, 7.7%
> CC(C)Cn1cnc2c1c(=O)n(CC(=O)Nc1ccc3c(c1)OCO3)c(=O)n2Cc1ccccc1
 : -10, 4.5%&8.2%
> Cc1cccc(CCNS(=O)(=O)c2ccc(S(=O)(=O)N3CCC(C)CC3)cc2)c1
 : ·, -5.0%
> O=c1c(-c2ccccc2)c1-c1ccccc1
 : -8, -2.6%
> Cc1ccc(N/C(CSC(N)=O)=N/S(=O)(=O)c2ccccc2)cc1
 : -3, -0.8%

Next part:
Under each structure – Mtb RmlCD inh, GlmU inhibition
> CN(C)CCNC(=O)c1cccc(S(=O)(=O)Nc2ccc(F)cc2)c1
 : 60, -7.1%
> FC(F)(F)c1cccc(N2CCNCC2)c1
 : -2, 0.8%
> CC1CN(S(=O)(=O)N(C)C)CCN1S(=O)(=O)N(C)C (stereo unspecified)
 : -11, 5.3%
> O=C(Nc1ccc(S(=O)(=O)NCc2cccnc2)cc1)c1ccccc1Cl
 : 1, 7.0%
> O=C(Nc1ccc(-n2cnnn2)cc1)C(c1ccccc1)c1ccccc1
 : -5, 1.2%
> CCn1ccc(C(=O)N2CCOCC2)n1
 : 3, -3.3%
> CCNC(=O)NNC(=O)C1CC(c2cccs2)=NO1 (stereo unspecified)
 : -11, -3.4%
> CC(C)(C)C(=O)NC(=S)Nc1ccc(Cl)c(C(=O)O)c1
 : 2, 2.0%
> CO/N=C/CC(=O)c1cnc(-c2ccccc2)s1
 : 5, -4.4%
> COc1cccc(NC(=O)Nc2cnccn2)c1
 : ·, 0.2%
> NS(=O)(=O)c1cc(C(=O)OCC(=O)Nc2ccc(N3CCCCC3)cc2)ccc1Cl
 : 13, -4.5%
> CNc1nc(Nc2ccc(C(C)=O)cc2)nc(OC(C(F)(F)F)C(F)(F)F)n1
 : -6, -4.8%
> O=C(CSc1nc2nn(-c3ccccc3)c(=O)c-2c2n1CCCCC2)NCCc1ccccc1
 : 6, 8.6%
> Cc1ccc(Nc2nc(C(=O)N3CCC(C(=O)NCCN4CCOCC4)CC3)cs2)cc1
 : 8, ·
> COC(=O)c1c(NC(=O)C2CC=CCC2C(=O)O)sc(C)c1C (stereo unspecified)
 : ·, 2.6%
> Cc1ccc(/C=N/N2CCN(c3ccccn3)CC2)cc1
 : 6, -0.3%
> Cc1c(C(=O)Nc2ccc(F)c(F)c2)oc2ccc(S(=O)(=O)N3CCCCC3)cc12
 : 6, -2.7%
> CCOC(=O)c1c(NC(=O)/C=C/C(=O)O)sc(C)c1-c1ccc(C)c(C)c1
 : ·, -2.8%
> COC(=O)Cc1c(C)nc2nc(-c3cccnc3)[nH]n2c1=O
 : ·, -3.1%
> C=CCO/N=C(/C)c1ccc(Oc2cnccn2)cc1
 : 4, -2.3%
> O=C(Cn1cccc1)Nc1ccc(F)cc1F
 : ·, -0.9%
> O=C1c2cccc3cccc(c23)C(=O)N1c1ccc2ncccc2c1
 : ·, -6.6%

Structures from the list above containing a furan ring, fused or not (4):
Under each structure – Mtb RmlCD inh, GlmU inhibition
> O=C(CNC(=O)c1ccco1)Nc1ccc(F)cc1
 : 5, -0.8%
> Cc1cc(C(C)(C)C)oc1C(=O)O
 : 14, -5.6%
> CC(c1ccco1)N(C(=O)COc1ccc(Cl)cc1Cl)c1ccccn1 (stereo unspecified)
 : 2, 7.4%
> Cc1c(C(=O)Nc2ccc(F)c(F)c2)oc2ccc(S(=O)(=O)N3CCCCC3)cc12
 : 6, -2.7%

Screens deposited in PubChem BioAssay by several laboratories.
